Screening data deposited in PubChem BioAssay by several laboratories.
ERa coact pot: ER-alpha (human) coactivator binding potentiation; P03372; TR-FRET ERalpha-LBD/SRC-Cy5 coactivator binding, 2 h; 100 = basal binding, no effect; coactivator binding (% of control), % at 25.6 µM; 1.3% of 86,000 active; AID 639; in the data active = activity above about 200%;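 note: binding measured in presence of low estradiol as agonist stimulus; 0% = peptide alone without receptor and 100% = receptor with peptide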
Target sequence (P03372 whole entry, looked up, the tested form may be a part): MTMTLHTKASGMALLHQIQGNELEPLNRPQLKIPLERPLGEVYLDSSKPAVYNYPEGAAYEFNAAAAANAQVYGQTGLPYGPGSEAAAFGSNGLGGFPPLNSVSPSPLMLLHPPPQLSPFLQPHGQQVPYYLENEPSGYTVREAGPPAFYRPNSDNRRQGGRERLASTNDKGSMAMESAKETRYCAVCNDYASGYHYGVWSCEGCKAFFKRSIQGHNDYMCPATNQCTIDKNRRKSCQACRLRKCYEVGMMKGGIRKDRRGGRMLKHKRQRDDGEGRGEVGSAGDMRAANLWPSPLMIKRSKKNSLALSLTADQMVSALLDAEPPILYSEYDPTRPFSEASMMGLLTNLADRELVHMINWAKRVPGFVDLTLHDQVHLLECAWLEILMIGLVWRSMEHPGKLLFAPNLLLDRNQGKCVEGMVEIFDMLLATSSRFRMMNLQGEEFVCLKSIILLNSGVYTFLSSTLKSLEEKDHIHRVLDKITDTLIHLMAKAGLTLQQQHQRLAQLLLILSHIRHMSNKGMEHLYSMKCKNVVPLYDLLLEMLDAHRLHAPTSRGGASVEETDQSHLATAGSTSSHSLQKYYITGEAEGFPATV
CYP2C19 inh: inhibitors of human CYP2C19; CYP2C19 Supersomes, luciferin-H EGE luminescence, 30 min; inhibition, % at 5 µM; P33261; 21% of 96,000 active; AID 778;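 active = CYP2C19 inhibition above a set limit at 5 µM in the primary screen, cut at about 50% in these data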;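 note: plate controls were negative control wells for no effect and 2.5 mM tranylcypromine positive control for full effect; values of inactives mirror those of a sister screen read the other way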
Target sequence (P33261 whole entry, looked up): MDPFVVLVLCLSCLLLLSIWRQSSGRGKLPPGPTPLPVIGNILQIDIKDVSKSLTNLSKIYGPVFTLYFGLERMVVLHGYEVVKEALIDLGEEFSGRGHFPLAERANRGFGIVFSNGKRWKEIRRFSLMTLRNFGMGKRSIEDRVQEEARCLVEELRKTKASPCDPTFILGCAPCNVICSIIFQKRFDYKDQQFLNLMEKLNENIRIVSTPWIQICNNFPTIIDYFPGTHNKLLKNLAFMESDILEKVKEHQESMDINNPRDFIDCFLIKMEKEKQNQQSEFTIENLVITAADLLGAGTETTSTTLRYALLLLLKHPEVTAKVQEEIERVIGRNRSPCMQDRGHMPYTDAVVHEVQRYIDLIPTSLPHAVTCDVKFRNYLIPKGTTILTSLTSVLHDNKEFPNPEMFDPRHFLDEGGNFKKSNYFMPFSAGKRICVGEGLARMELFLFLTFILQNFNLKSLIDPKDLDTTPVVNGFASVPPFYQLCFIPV
ERa coact inh: blocks coactivator binding to human estrogen receptor alpha. P03372. TR-FRET ER-alpha LBD / SRC-1 peptide, estradiol-bound. inhibition, % at 25.6 µM. 1.7% of 86,000 active. AID 629; in the data active = inhibition above about 50%;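 note: 0% = receptor plus peptide control and 100% = peptide only without receptor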
H69AR inhibit: blocks growth of human H69AR lung tumor cells. viability, % at 10 µM. H69AR lung tumor viability, ATP luminescence, 72 h; stronger effect = lower value. 6% of 85,000 active. AID 598;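 active = viability at or below 40%; inactive = viability above 40%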;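 note: multidrug resistant small cell line overexpressing MRP-1 efflux transporter; 100% = mean luminescence of untreated control wells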
HUVEC inhibit: human endothelial cell proliferation inhibition. 1.1% of 86,000 active. HUVEC proliferation, CellTiter-Glo luminescence, 72 h; stronger effect = lower value. viability, % at 10 µM (by protocol). AID 648;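 active = viability at or below 30%; inactive = viability above 30%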;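 note: 100% = median luminescence of DMSO-only cell control wells on each plate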
Lung fibro prol: blocks proliferation of human lung fibroblasts | 1.1% of 85,000 active | LL 47 human lung fibroblast viability, ATP luminescence; stronger effect = lower value | viability, % at 10 µM;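 active = viability at or below 50% in the single dose screen; inactive = viability above 50%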;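 note: compound exposure lasted 72 h before the ATP readout; 100% = median luminescence of untreated cell-only wells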
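material = human LL 47 lung fibroblast cells | dosing = compounds added from tenfold dosing solution, 0.1% DMSO final | timing = overnight cell rest, 72 h compound treatment at 37 °C | measured by = CellTiter-Glo luminescence measuring cellular ATP | evaluation = % viability versus median cells-only luminescence | control set = cell-only wells, no compound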
CYP2C19 activ: activators of human cytochrome P450 2C19. P33261. recombinant CYP2C19, luciferin-H EGE luminescence; stronger effect = higher value; 0 = fully inhibited enzyme, 1 = untreated enzyme. activation factor at 5 µM. 96,000 tested, under 10 active. AID 1025;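 active = activation factor of at least 2 at 5 µM in the primary screen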;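 note: 0 = wells with 2.5 mM tranylcypromine and 1 = vehicle-only wells; values of inactives mirror those of a sister screen read the other way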
CD11b adhes enh: enhancers of human CD11b/CD18 binding to fibrinogen. K562 CD11b/CD18 adhesion to fibrinogen, ATPlite luminescence. activation, % at 10 µM. 0.07% of 93,000 active;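 active = 10 µM primary screen giving 50% or more activity, confirmed by 40% or more on retest at that dose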; note: strong numbers were not always called active
Mac1 fbg inh: blocks human CD11b/CD18 adhesion to fibrinogen | 0.54% of 93,000 active | inhibition, % at 10 µM | AID 1497 | P05107+P11215 | K562 CD11b/CD18 adhesion to fibrinogen, ATPlite luminescence; Mn2+ added to activate the integrin;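 active = primary inhibition of 50% or more at 10 µM, then 40% or more on retest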; note: some results filed as inactive read as strong as hits
* hit, by the source's call; nt = not tested or not shown; [ ] = dose if it differs, or a comment.

Below each compound – ERa coact pot, CYP2C19 inh, ERa coact inh, H69AR inhibit, HUVEC inhibit, Lung fibro prol, CYP2C19 activ, CD11b adhes enh, Mac1 fbg inh
#1 COc1ccc(-c2nnc(SCC(=O)Nc3ccc4c(c3)OCCO4)n2N)cc1OC
→ nt, 4, nt, nt, nt, nt, 1, -3, -6
#2 COC(=O)c1cscc1NC(C)=O
→ nt, 6, nt, nt, nt, nt, 0.9, -2, -16
#3 CCC(=O)n1nc(-c2ccc(Cl)cc2)nc1SC
→ 90, nt, 2, 98, 96, 97, nt, nt, nt
#4 CC(=O)N=c1sc2cc(C)ccc2n1C
→ 146[fluorescence artefact?], -2, -8, 84, 92, 104, 1, 27, 3
#5 CCCCn1c(CNC(=O)Cc2ccccc2)nc2ccccc21
→ 122, 28, -3, 89, 103, 106, 0.7, -5, 13
#6 Cc1ccccc1-c1nc2ccccc2[nH]1
→ 90, nt, 10, 110, 94, 98, nt, nt, nt
#7 Cc1nccc(-c2ccc(-n3cnc4ccccc43)cc2)n1
→ 109, 17, -2, 83, 81, 108, 0.8, -4, -2
#8 CC(C)OC(=O)c1cccnc1SCC(=O)N(C)c1ccccc1
→ 96[fluorescence artefact?], 69*, 13, 91, 98, 106, 0.3, -2, -18
#9 Cc1ccc(CC(=O)OCC(=O)NC2CCCC(C)C2C)cc1C (stereo not drawn)
→ 88, 22, 4, 106, 108, 103, 0.8, nt, nt
#10 CC(=O)c1c(C)[nH]c(C(=O)OCC(=O)NCCc2ccc(F)cc2)c1C
→ 115[fluorescence artefact?], 26, 3, 85, 101, 96, 0.7, -5, 1
#11 CCOC(=O)C1=C(Nc2cccc(Cl)c2)OCC1=O
→ nt, -4, nt, nt, nt, nt, 1, -1, -9
#12 CCCc1[nH]nc2c1C(Cc1ccccc1)C(C#N)=C(N)O2 (stereo not drawn)
→ 108, 68*, -4, 98, 102, 96, 0.3, -3, -6
#13 COc1ccccc1C(=O)Oc1ccc(C(C)C)cc1
→ 91, 32, -8, 101, 92, 103, 0.7, 2, 23
#14 COc1cccc(C(=O)CSc2nnc(-c3cccs3)o2)c1
→ 153[fluorescence artefact?], nt, -3, 107, 94, 101, nt, nt, nt
#15 CN1/C(=C\C(=O)c2oc3ccccc3c2N)C(C)(C)c2ccccc21
→ 112, 48, 0, 91, 82, 103, 0.5, 2, 8
#16 C=CCOc1nc(N2CCCC2)nc(N2CCCC2)n1
→ 84, 0, 7, 88, 76, 93, 1, 16, -44
#17 CC1(C)CC(=O)C2=C(C1)OC(N)=C(C#N)C2CCc1ccccc1 (stereo not drawn)
→ 92, nt, -20, 85, 94, 100, nt, nt, nt
#18 COc1ccc(CCNC(=O)NC2CCCCC2)cc1OC
→ 81, 82*, -2, 93, 88, 97, 0.2, 2, 0
#19 CCCn1c2c(c(O)c(C(=O)Nc3ccccn3)c1=O)CCCC2
→ 79, -16, 12, 86, 105, 101, 1.2, -2, 5
#20 CCn1c(SCC(=O)O)nnc1-c1ccccc1
→ 100, 7, 1, 84, 99, 104, 0.9, 1, 57

Single records, as listed above.
COC(=O)c1cscc1NC(C)=O as listed: ERa coact pot = nt; CYP2C19 inh = 6; ERa coact inh = nt; H69AR inhibit = nt; HUVEC inhibit = nt; Lung fibro prol = nt; CYP2C19 activ = 0.9; CD11b adhes enh = -2; Mac1 fbg inh = -16
CC(C)OC(=O)c1cccnc1SCC(=O)N(C)c1ccccc1 as listed: ERa coact pot = 96[fluorescence artefact?]; CYP2C19 inh = 69*; ERa coact inh = 13; H69AR inhibit = 91; HUVEC inhibit = 98; Lung fibro prol = 106; CYP2C19 activ = 0.3; CD11b adhes enh = -2; Mac1 fbg inh = -18

Additional entries follow.
Below each compound – ERa coact pot, CYP2C19 inh, ERa coact inh, H69AR inhibit, HUVEC inhibit, Lung fibro prol, CYP2C19 activ, CD11b adhes enh, Mac1 fbg inh
#21 O=C(O)c1ccccc1C(=O)NCc1ccccc1
→ 101, 25, 7, 94, 98, 88, 0.8, 1, 15
#22 CC(=O)N(Cc1cc(=O)[nH]c2ccccc12)c1ccc(C)cc1
→ 118, 51*, 3, 94, 96, 88, 0.5, -7, 0
#23 COc1cccc(OCCCOc2ccccc2C(C)C)c1
→ nt, -3, nt, nt, nt, nt, 1, -2, -5
#24 CC(C)NC(=O)CSc1nnc(-c2ccc(C(C)(C)C)cc2)n1C
→ 97, nt, 3, 85, 96, 85, nt, nt, nt
#25 Cc1ccccc1-n1c(C)cc(/C=N/Nc2ccc([N+](=O)[O-])cn2)c1C
→ 104, -13, -13, 69, 79, 56, 1.1, 8, 5
#26 COc1ccc(N2CCN(S(=O)(=O)c3ccc(OC)cc3)CC2)cc1
→ 129, nt, 5, 97, 98, 95, nt, nt, nt
#27 COc1ccccc1-c1nnc2sc(COc3ccccc3)nn12
→ 118, 28, 0, 81, 96, 89, 0.7, -6, 13
#28 COc1ccc(C(=O)NC(=S)NCc2ccco2)cc1OC
→ nt, 54*, nt, nt, nt, nt, 0.5, -2, -42
#29 O=C(O)c1[nH]c2ccc(Cl)cc2c1CC(=O)N1CCN(c2ccccc2)CC1
→ 106, 17, -5, 99, 93, 95, 0.8, 2, 0
#30 COC(=O)Cc1c[nH]c2cccc(OCC(O)CN(Cc3ccccc3)C(C)C)c12 (stereo not drawn)
→ 108, nt, -3, 88, 94, 91, nt, nt, nt
#31 CN(Cc1ccccc1)C(=O)[C@H]1CCC(=O)N1Cc1ccco1
→ 109, 28, 0[fluorescence artefact?], 89, 99, 104, 0.7, 2, -6
#32 c1coc(-c2nc(-c3ccco3)c(-c3ccco3)nc2-c2ccco2)c1
→ 10[fluorescence artefact?], 4, 87*[fluorescence artefact?], 27*, 69, 84, 1, -4, -4
#33 CC(C)C(=O)N(Cc1cc(=O)[nH]c2ccccc12)c1ccccc1
→ 89[fluorescence artefact?], 10, 5[fluorescence artefact?], 98, 105, 95, 0.9, -2, -4
#34 Cc1ccccc1OCC(=O)N(Cc1cccs1)C1CCS(=O)(=O)C1 (stereo not drawn)
→ 125, 33, 2, 81, 99, 97, 0.7, 0, -8
#35 CCOc1cc(C(=O)Nc2ccc(N3CCN(S(C)(=O)=O)CC3)cc2)cc(OCC)c1OCC
→ 106, -6, 3, 88, 94, 101, 1.1, 39, -21
#36 CC(C)CN1C(=O)c2ccc(C(=O)Nc3ccncc3)cc2C1=O
→ 84, 98*, 20, 93, 94, 99, 0, -3, 82*
#37 CC(C)C(C(=O)NC1CCCCC1)N(CC1CCCO1)C(=O)CNS(=O)(=O)c1ccc(F)cc1 (stereo not drawn)
→ nt, -11, nt, nt, nt, nt, 1.1, -4, 0
#38 CC(C)n1cc(/C=C2/NC(=O)N(c3cccc(Cl)c3)C2=O)c2ccccc21
→ 115, nt, -6, 18*, 57, 80, nt, nt, nt
#39 CC1CCCN(C(=O)c2ccc(S(=O)(=O)N3CCC(c4nc5ccccc5s4)CC3)cc2)C1 (stereo not drawn)
→ 104, nt, -2, 32*, 89, 88, nt, nt, nt
#40 CC/C(=C\C(=O)c1ccncc1)Nc1ccc(Br)cc1
→ 97, 99*, 5, 82, 105, 101, 0, -4, 6
#41 CCN1CCN(S(=O)(=O)c2cc(OC)c(Cl)cc2OC)CC1
→ 97, 39, -4, 84, 96, 101, 0.6, -5, -18
#42 O=C(Nc1cccc(F)c1)C1CC(=O)N(c2ccc(Cl)cc2)C1 (stereo not drawn)
→ 84, 88*, 12, 87, 83, 100, 0.1, -5, -3
#43 COc1ccc(/C=N/N2CCN(C)CC2)cc1O
→ nt, -17, nt, nt, nt, nt, 1.2, 0, -4
#44 Cc1ccc(C)c(N2CCN(C(=O)Cn3c(=O)[nH]c4ccsc4c3=O)CC2)c1
→ 85, 35, 3, 77, 88, 89, 0.7, -4, -4
#45 Cc1cc(C)c(C)c(S(=O)(=O)NCc2ccco2)c1C
→ 130, 28, 3, 109, 93, 94, 0.7, 2, 15
#46 CCOC(=O)c1c(C)[nH]c(C(=O)CSc2nc3ccccc3o2)c1C
→ 177, 8, -5, 70, 81, 97, 0.9, 72, -26
#47 O=C(NCc1cccnc1)c1ccc(COc2ccc3c(c2)CCC3)o1
→ 96[fluorescence artefact?], 99*, 3, 6.4*, 81, 95, 0, nt, nt
#48 Nc1nc(NCc2cccs2)nn1-c1ccccc1
→ 109, nt, -6, 91, 93, 103, nt, nt, nt
#49 COc1ccc(C(=O)c2coc3ccc(O)c(CN4CCCC4)c23)cc1
→ 98, -5, 7, 67, 86, 95, 1.1, 18, 7
#50 N#CC1=C(SCC(=O)Nc2ccccc2)NC(=O)CC1c1ccc(O)cc1 (stereo not drawn)
→ 107, 71*, 7[fluorescence artefact?], 73, 94, 100, 0.3, 1, 0
#51 CCN(CC)c1ccc(NC(=O)CSc2nnc3nc(C)cc(C)n23)cc1
→ 83, 4, -7, 81, 109, 108, 1, nt, nt
#52 CC1(C)Cc2c(sc3c2C2=NCCN2C=N3)CS1
→ 117, -16, -1, 93, 107, 96, 1.2, 0, -22
#53 COc1ccc(-c2nc(CSCC(=O)NC3CCCc4ccccc43)c(C)o2)cc1 (stereo not drawn)
→ 92, 63*, -3, 84, 99, 89, 0.4, 5, 15
#54 CCCCCn1c(Sc2ccccc2)nc2c1c(=O)[nH]c(=O)n2C
→ 113, -17, 3, 91, 78, 90, 1.2, 2, -12
#55 CC(C)Cc1cc(C(=O)Nc2cc(Br)ccc2O)no1
→ 100[fluorescence artefact?], -3, 0, 80, 63, 107, 1, -1, -2
#56 N#CC(c1ccc(Cl)nn1)c1ccc(Cl)cc1Cl (stereo not drawn)
→ 86, 96*, -1, 91, 103, 95, 0, -6, 5
#57 CC(=O)NC(=O)COC(=O)/C=C/c1c(C)nn(Cc2c(Cl)cccc2Cl)c1Cl
→ 68, 18, 0, 74, 82, 99, 0.8, 8, 48
#58 CC(C)CCOc1cccc(OCC(=O)NC2CCS(=O)(=O)C2)c1 (stereo not drawn)
→ 114, 42, -6, 92, 114, 100, 0.6, 3, -2
#59 CC1CCCC(C)N1C(=O)CSc1nc2ccccc2s1 (stereo not drawn)
→ 83, 86*, 16, 58, 79, 90, 0.1, 1, -15
#60 O=C(NC(NC(=O)c1ccccc1)c1ccccc1)c1ccccc1
→ 92, 8, -2, 113, 93, 102, 0.9, 2, 14
#61 CN1CCN(c2nc3c(c(=O)n(C)c(=O)n3C)n2CCSc2nc3ccccc3s2)CC1
→ 107, nt, -2, 78, 91, 87, nt, nt, nt
#62 COc1cc(-c2nnc3sc(-c4cccs4)nn23)cc(OC)c1OC
→ 165, 70*, 26, 21*, 80, 54, 0.3, 16, 3
#63 COc1ccc(C(=O)CSc2nnc(CNC(=O)c3ccc(OC)cc3)n2C)cc1
→ 98, 10, 26, 103, 98, 94, 0.9, -1, 2
#64 Cc1c(Cl)c(C(=O)N2CCCc3ccccc32)nn1C
→ nt, 34, nt, nt, nt, nt, 0.7, -2, -3
#65 CCSc1ccccc1C(=O)NCc1ccco1
→ 88, 7, -1, 77, 91, 100, 0.9, -3, 7
